Screening results: PubChem, National Center for Advancing Translational Sciences (NCATS)
BLM helicase inh: blocks DNA unwinding by human BLM helicase. recombinant BLM DNA unwinding, fluorescence dequenching. Potency, µM (highest dose often 56.1 µM), for the others: top-dose activity change, negative = inhibition, most hits filed as inhibitors. hit rate 0.2% among 350,000;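 also: plate controls were vehicle for no effect and no enzyme for full effect; nearly all actives have a fitted effect of over 35% in size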
G9a block: blocks human histone lysine methyltransferase G9a; G9a H3K9 monomethylation, AlphaScreen, 2 h; hit rate 8.8% among 350,000; Q96KQ7; Potency, µM (doses to about 102 µM), without a hit: top-dose activity, negative = inhibition, actives largely listed as inhibitors; also: % is scaled to controls: 0 for no effect and ±100 for the full control effect; nearly all actives have a fitted effect of over 75% in size
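Enzyme 20 nM + cpd, 15 min RT; add b-H3K9 pep 500 nM / SAM 20 uM; 2 h RT; anti-H3K9me1 Ab 0.5 ug/mL + SA donor / anti-rabbit acceptor beads 20 ug/mL each, 10 min; AlphaScreen read.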
Pol beta inh: inhibitors of human DNA polymerase beta | AID 485314 | hit rate 1.3% among 340,000 | P06746 | Pol beta primer extension/strand displacement, fluorescence kinetic | Potency, µM (titrated, usually from 114 µM), for the others: at the highest dose activity change, negative = inhibition, actives largely listed as inhibitors; also: % is scaled to controls: 0 for no effect and ±100 for the full control effect
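Curves were derived by four-parameter Hill fits of normalized qHTS data. The kinetic fluorescent primer-extension read was taken at 0 and 10 min after 50 nM substrate, following a 15 min room-temperature preincubation of 10 nM enzyme with compounds.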
BAZ2B inh: inhibitors of human BAZ2B bromodomain | Q9UIF8 | AlphaScreen BAZ2B-H3K14Ac peptide displacement | Potency, µM (top dose mostly 114 µM), without a hit: top-dose activity change, negative = inhibition, actives largely listed as inhibitors | hit rate 4.4% among 360,000; also: % is scaled to controls: 0 for no effect and ±100 for the full control effect; nearly all actives have a fitted effect of over 60% in size
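AlphaScreen displacement: compounds (up to 110uM) incubated 30 min at room temperature with a preformed 50 nM BAZ2B/50 nM biotinylated H3K14Ac peptide complex in PBS pH 7.4 with Tween-20. Donor and acceptor beads at 10 ug/mL final added, 20 min light-protected before reading.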
JMJD2A Tudor inh: JMJD2A Tudor domain (human) inhibition | O75164 | AlphaScreen JMJD2A-Tudor / H3K4me3 peptide binding | Potency, µM (top dose mostly 114 µM), without a hit: at the top dose activity change, negative = inhibition, usual class: inhibitors | hit rate 4.4% among 390,000; also: % is scaled to controls: 0 for no effect and ±100 for the full control effect; nearly all actives have a fitted effect of over 50% in size
Target sequence (O75164 whole entry, looked up, the tested form may be a part): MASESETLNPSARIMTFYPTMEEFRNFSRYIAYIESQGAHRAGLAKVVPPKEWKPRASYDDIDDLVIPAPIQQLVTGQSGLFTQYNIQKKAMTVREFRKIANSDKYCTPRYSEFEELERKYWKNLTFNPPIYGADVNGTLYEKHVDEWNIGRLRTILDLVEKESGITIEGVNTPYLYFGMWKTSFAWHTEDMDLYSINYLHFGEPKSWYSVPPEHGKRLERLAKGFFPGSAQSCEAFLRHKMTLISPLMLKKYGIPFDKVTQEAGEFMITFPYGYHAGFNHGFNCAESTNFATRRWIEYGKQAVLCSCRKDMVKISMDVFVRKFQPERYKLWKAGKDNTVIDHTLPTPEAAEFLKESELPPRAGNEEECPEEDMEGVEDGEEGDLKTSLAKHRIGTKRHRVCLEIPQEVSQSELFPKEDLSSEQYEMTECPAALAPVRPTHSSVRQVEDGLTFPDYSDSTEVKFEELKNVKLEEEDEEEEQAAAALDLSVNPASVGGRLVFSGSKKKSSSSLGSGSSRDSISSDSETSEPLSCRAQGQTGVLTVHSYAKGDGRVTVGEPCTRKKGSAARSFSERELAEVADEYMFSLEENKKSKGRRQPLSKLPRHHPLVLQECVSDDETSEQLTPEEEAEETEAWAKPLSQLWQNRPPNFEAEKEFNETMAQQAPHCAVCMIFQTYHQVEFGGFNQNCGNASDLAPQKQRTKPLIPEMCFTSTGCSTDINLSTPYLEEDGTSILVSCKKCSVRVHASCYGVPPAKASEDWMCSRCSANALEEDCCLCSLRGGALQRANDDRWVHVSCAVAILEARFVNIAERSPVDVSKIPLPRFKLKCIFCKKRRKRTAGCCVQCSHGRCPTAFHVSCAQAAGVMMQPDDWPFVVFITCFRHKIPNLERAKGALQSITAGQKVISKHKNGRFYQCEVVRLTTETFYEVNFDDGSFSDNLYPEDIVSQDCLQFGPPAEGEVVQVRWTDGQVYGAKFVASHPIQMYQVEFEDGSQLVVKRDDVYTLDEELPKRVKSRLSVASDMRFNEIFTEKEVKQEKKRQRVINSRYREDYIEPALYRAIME
POLH inh: inhibitors of human DNA polymerase eta; recombinant Pol eta, fluorescent DNA replication assay; AID 588591; hit rate 1.2% among 390,000; Q9Y253; Potency, µM (top dose mostly 114 µM), without a hit: at the highest dose activity change, negative = inhibition, actives largely listed as inhibitors; also: % is scaled to controls: 0 for no effect and ±100 for the full control effect
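Pol eta at 10 nM preincubated with compounds 15 min at room temperature; reaction started with fluorescent substrate (50 nM final) and read kinetically at 0 and 10 min.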
Pol iota inh: DNA polymerase iota (human) inhibition | Q9UNA4 | Potency, µM (titrated, usually from 115 µM), inactives show top-dose activity, negative = inhibition, usual class: inhibitors | Pol iota fluorescent replication assay, 10 min | hit rate 1% among 390,000 | AID 588590
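Fluorescent replication assay read twice, at 0 min and 10 min after adding 50 nM (final) substrate. Enzyme (10 nM) and compounds were first incubated 15 min at room temperature; enzyme-free buffer wells were negative controls.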
APE1 inh: APE1 (human) endonuclease inhibition | recombinant APE1, TAMRA/BHQ-2 abasic DNA cleavage fluorescence | hit rate 0.35% among 350,000 | Potency, µM (series often up to 65.8 µM), for inactives: at the top dose activity change, negative = inhibition, actives largely listed as inhibitors | P27695 | AID 2517;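 also: plate controls were vehicle for no effect and reference inhibitor for full effect; nearly all actives have a fitted effect of over 55% in size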
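Substrate: short duplex with […] THF abasic site, 5'-TAMRA and 3'-BHQ-2, 50 nM final. APE1 at 0.75 nM, preincubated 15 min RT with compound. Fluorescence increase from first to third read measured activity.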
Pol kappa inh: blocks human DNA polymerase kappa activity | hit rate 0.53% among 400,000 | Potency, µM (series often up to 107 µM), for inactives: at the highest dose activity, negative = inhibition, hits mostly inhibitors | purified Pol kappa, fluorescent DNA synthesis assay, 10 min | Q9UBT6 | AID 588579; also: % is scaled to controls: 0 for no effect and ±100 for the full control effect
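First, compounds were pin-transferred onto 10 nM Pol kappa. After 15 min at room temperature, substrate was added to 50 nM final. Fluorescence was then measured kinetically at 0 and 10 min.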
* marks the source's active call; other numbers are inactive results; ? = inconclusive; / = not tested or not shown; & = joins results of further samples; [ ] = dose if it differs, or a comment. Calls follow the shape of the dose curve; as a rule, active = well fitted curve in the direction sought with a large enough effect; inconclusive = small, poorly fitted or top-dose-only effect, or another doubt; inactive = no such curve, though single readings can be large; an effect the other way counts as inactive or inconclusive. Potency is read from the fitted curve at half-maximal effect. These rows are one share of the data; count on the stated rates, not on these rows.

SMILES	BLM helicase inh	G9a block	Pol beta inh	BAZ2B inh	JMJD2A Tudor inh	POLH inh	Pol iota inh	APE1 inh	Pol kappa inh
Cc1nc(SCC(=O)NC2CCCC2)[nH]c(=O)c1C	-0.4%	-2.8%[59 µM]	-22.7%	0.6%	-10.3%	-14.3%	-4.7%	63.8%[activator][12.4 µM]	-1.4%
N[C@@H](Cc1c[nH]c2ccccc12)c1nnc(SCc2c(F)cccc2Cl)o1	-4.0%	/	4.8%	?	?	-18.4%	3.2%	-5.3%	-24.0%
COc1ccc(C[C@H]2c3cc(OC)c(OC)cc3CCN2C)cc1OC	-4.1%[21.4 µM]	16.2%[21.5 µM]	/	/	/	/	/	2.2%[21 µM]	0.7%[12 µM]
CC(CCc1ccccc1)NCCC#N (stereo unspecified)	3.1%	/	29.4%	0.1%	-7.7%	-21.2%	62.5%[activator]	14.7%	-1.7%
CN1CCN(Cc2ccc(N)cc2)CC1	-1.6%	23.6%[0.501 µM]	38.3%	-2.4%	5.8%	-14.6%	25.2%	12.1%	-3.4%
COc1cc(CN2CC=C(c3ccc(F)cc3)CC2)cc(OC)c1	1.8%	/	4.0%	1.8%	5.6%	-8.7%	?	1.1%	-8.2%
COc1ccccc1-n1c(O)c(C=NCCCn2ccnc2)c(=O)[nH]c1=O	-0.7%	-10.3%[59 µM]	0.5%	-25.6%	-0.7%	-8.7%	-8.1%	-1.8%	3.9%
COc1cccc(N2C(=O)CC(=O)NC2=O)c1	2.6%	?	8.9%	-7.1%	-24.6%	5.9%	?	-0.6%	-5.9%
COc1cccc(-n2c(O)c(C=NCCN3CCOCC3)c(=O)[nH]c2=O)c1	-3.2%	44.7µM*	33.4%[activator]	7.6%	-10.8%	-9.2%	20.2%	-0.5%	5.0%
C[n+]1ccc(-c2ccncc2)cc1	0.3%	15.8µM*	17.0%	-3.7%	39.8µM*	-12.9%	-3.9%	-1.1%	-4.0%
O=C1CSC2N1CCNC21CCCCC1 (stereo unspecified)	-2.4%	-4.1%[59 µM]	22.5%	22.4%	-10.5%	-21.6%	16.6%	16.6%	-4.1%
C=C(C)CC1(CC)C(=O)NC(=S)NC1=O	/	/	/	/	-14.5%	2.4%	-23.6%	/	-6.0%
Cn1cc(C(=O)N2CCC3(CC2)OCCO3)c2c3ccccc3n(C)c2c1=O	3.6%	-19.0%	14.8%	?	-1.5%	-6.7%	-2.5%	-9.0%	-4.7%
CCCCOc1nc2ccccc2c(=O)n1-c1ccccc1	-16.4%	37.1%	4.0%	78.3%[activator]	43.6%[activator]	-26.5%	16.1%	-5.6%	6.7%
O=C(C1CCN(S(=O)(=O)N2CCOCC2)CC1)N1CCC2(CC1)OCCO2	-4.8%	-6.0%[59 µM]	28.0%	-1.2%	-1.3%	-7.6%	-8.2%[58.9 µM]	6.0%	-0.9%
CCN1C[C@]2(CO)CC[C@H](OC)[C@@]34C2[C@H](OC)[C@@](O)(C13)[C@@]1(O)C[C@H](OC)[C@H]2C[C@@H]4[C@@H]1[C@H]2OC	-0.4%	41.1%	36.4%	-0.1%	7.0%	-8.3%	3.5%	-11.1%	0.0%
Cc1ccc(-n2nc(C)c3c2NC(=O)CSC3c2ccc(O)cc2)cc1Cl (stereo unspecified)	-15.8%	10.6%[59 µM]	2.6%	-31.7%	-15.6%	/	6.7%	/	-20.9%
CCCCn1c(O)c(C(CC)=NCCc2ccccc2)c(=O)[nH]c1=O	1.1%	2.3%[59 µM]	1.5%	0.5%	-1.6%	-19.4%	10.6%	4.3%	-1.7%
NC(C(=O)O)C1CC(Cl)=NO1 (stereo unspecified)	2.9%	13.3%	?	5.0%	/	/	/	4.6%	/
CC(=O)OC1CC[C@@]2(C)C(=CC(=O)C3C4CCC(OC(C)=O)[C@@]4(C)CCC32)C1 (stereo partly specified)	/	/	/	/	-3.2%	-16.3%	-20.0%[58.9 µM]	/	4.3%
O=C1/C(=C/c2ccncc2)N2CCC1CC2	-2.9%	-5.4%[59 µM]	-17.8%	-18.4%	1.4%	-11.0%	1.3%	2.2%	8.4%
O=[P+](Cc1ccccc1)Cc1ccccc1	-1.3%	10.5%	3.2%	12.5%	-3.0%	-27.2%	20.0%	1.4%	-6.6%
Cc1ccc(-n2c(O)c(C=NC3CCCC3)c(=O)[nH]c2=O)c(C)c1	1.6%	-10.1%[59 µM]	-13.1%	-4.2%	-4.1%	-22.0%	18.9%	2.4%	-9.3%
Fc1ccc(C2N3CCCN23)cc1 (stereo unspecified)	3.0%	-4.0%	1.7%	?	-11.5%	-2.2%	116.8%[activator]	-2.5%	-16.6%
Nc1nonc1OCCCCOc1nonc1N	-1.1%	5.0%	39.5%	-4.7%	-0.3%	2.0%	25.3%	15.8%	-12.7%
CC(C)N(CC#CCC1(O)c2ccccc2-c2ccccc21)C(C)C	0.7%	-6.7%[59 µM]	0.4%	5.8%	-4.6%	-13.3%	-13.7%	2.5%	-1.2%
O=C(Cc1ccccc1)N1CCN(CCCc2ccccc2)CC1	-3.7%	?	-10.3%	56.2µM*	0.316µM*	-5.9%	32.4%[activator]	25.9%	-1.9%
O=C(Nc1ccc(F)cc1F)c1cccnc1Oc1cccc(C(F)(F)F)c1	-1.0%&1.1%	-3.1%	17.4%	10.4%	-8.5%	-15.4%	6.3%	-5.7%&-5.3%	17.9%[60.1 µM]
Cc1ccsc1CNCCc1ccc(F)cc1	-5.5%	-1.7%	15.3%	-10.5%	-10.6%	-2.0%	-18.0%	32.1%	-1.4%
CC(C)(C)OC(=O)NNC(=S)NC1CCCCC1	-3.9%	25.1µM*	30.1%	-15.8%	-3.4%	6.8%	85.1%[activator]	3.7%	-7.4%
O=C(NCNC(=O)NC1C(=O)NC(=O)N1CO)NC1C(=O)NC(=O)N1CO (stereo unspecified)	3.5%	47.3%[59 µM]	/	37.6%	-2.9%	-6.1%	26.3%	0.9%	10.4%
Cc1cccc(N=Cc2c(O)n(C)c(=O)n(C)c2=O)c1	-2.4%	?	-2.8%	-3.5%	-2.1%	12.4%	157.9%[activator]	-10.1%	5.3%
CCCCC/C=C\C/C=C\C/C=C\C/C=C\CCCC(=O)N(Cc1ccc(O)c(Cl)c1)Cc1ccc(O)c(Cl)c1	31.6µM*	?	/	/	/	/	/	3.8%	?
COC(=O)C1=C(c2ccc(S(C)(=O)=O)cc2)C[C@@H]2CC[C@H]1N2C(=O)NCCO	/	/	/	/	-4.3%	-20.4%	39.3%[activator]	/	-4.7%
O=Cc1cn(Cc2cccc(F)c2)c2ccccc12	-8.7%	20.6%[59 µM]	0.8%	4.7%	3.5%	-17.2%	-6.7%	-1.0%	1.4%
Cc1ccc(-c2nc(N(C)C3CCN(C)CC3)c3ccccc3n2)cc1	37.4%[activator]	-29.3%	28.2µM*	2.7%	-29.1%	1.2%	?	-1.6%	-8.0%
NCc1cc(=O)[nH]o1	-1.5%	-1.7%[59 µM]	-1.9%[57.1 µM]	-26.8%	-9.7%	?	?	?	7.7%[60.1 µM]
COC(=O)C1=C(C)OC(N)=C(C#N)C12C(=O)Nc1ccccc12 (stereo unspecified)	-5.1%	/	18.0%	-11.2%	-2.1%	-11.3%	7.4%	10.2%	5.3%
CN1[C@@H](CC(=O)c2ccccc2)CCC[C@@H]1C[C@@H](O)c1ccccc1	0.9%[21.4 µM]	17.4%[21.5 µM]	/	/	/	/	/	-0.4%[21 µM]	-9.3%[12 µM]
O=[N+]([O-])c1c2ccccc2cc2ccccc12	/	1.6%[0.501 µM]	/	52.0%[activator]	?	1.7%	-20.7%	-2.9%&-1.0%	-1.2%

Compounds listed so far that contain four or more nitrogen atoms, in the order listed:
SMILES	BLM helicase inh	G9a block	Pol beta inh	BAZ2B inh	JMJD2A Tudor inh	POLH inh	Pol iota inh	APE1 inh	Pol kappa inh
N[C@@H](Cc1c[nH]c2ccccc12)c1nnc(SCc2c(F)cccc2Cl)o1	-4.0%	/	4.8%	?	?	-18.4%	3.2%	-5.3%	-24.0%
COc1ccccc1-n1c(O)c(C=NCCCn2ccnc2)c(=O)[nH]c1=O	-0.7%	-10.3%[59 µM]	0.5%	-25.6%	-0.7%	-8.7%	-8.1%	-1.8%	3.9%
COc1cccc(-n2c(O)c(C=NCCN3CCOCC3)c(=O)[nH]c2=O)c1	-3.2%	44.7µM*	33.4%[activator]	7.6%	-10.8%	-9.2%	20.2%	-0.5%	5.0%
Nc1nonc1OCCCCOc1nonc1N	-1.1%	5.0%	39.5%	-4.7%	-0.3%	2.0%	25.3%	15.8%	-12.7%
O=C(NCNC(=O)NC1C(=O)NC(=O)N1CO)NC1C(=O)NC(=O)N1CO (stereo unspecified)	3.5%	47.3%[59 µM]	/	37.6%	-2.9%	-6.1%	26.3%	0.9%	10.4%
Cc1ccc(-c2nc(N(C)C3CCN(C)CC3)c3ccccc3n2)cc1	37.4%[activator]	-29.3%	28.2µM*	2.7%	-29.1%	1.2%	?	-1.6%	-8.0%
